# Assay outcomes deposited in PubChem BioAssay by Broad Institute.
# TcdB GH inh – TcdB glycohydrolase inhibitors, primary screen, biochemical, single point, plate reader; Toxin B (Clostridioides difficile), P18177; TcdB glycohydrolase enzymatic assay; inhibition, % at 9.99 µM; 350,000 tested, 0.24% active; in the data active = inhibition above about 10%
# * = called active by the depositor.
SMILES,TcdB GH inh
O=C(Nc1ccccc1)[C@@H]1[C@@H](CO)[C@@H]2Cn3c(ccc(C4=CCCCC4)c3=O)[C@@H]2N1Cc1ccccn1,0.2
C[C@H](CO)N1C[C@H](C)[C@H](CN(C)C)Oc2ncc(-c3cc4ccccc4o3)cc2C1=O,1.5
COCC(=O)N1[C@@H](CO)[C@H](c2ccccc2)C12CN(C(=O)c1ccccc1)C2,0.2
C[C@H](O)C#Cc1cnc2c(c1)C(=O)N([C@@H](C)CO)C[C@H](C)[C@H](CN(C)C(=O)c1ccccc1)O2,0.4
COCC(=O)Nc1ccc2c(c1)C(=O)N(C)C[C@H](OC)[C@@H](C)CN(C)[C@@H](C)CO2,0.2
CCC(=O)N1[C@H](CO)[C@H](c2ccc(-c3cccc(OC)c3)cc2)[C@@H]1CNC(C)=O,-0.5
O=C(N[C@@H]1CC[C@@H](CCNS(=O)(=O)Cc2ccccc2)O[C@H]1CO)c1ccc2c(c1)OCO2,-0.4
Cc1ccc(S(=O)(=O)Nc2ccc3c(c2)C(=O)N([C@H](C)CO)C[C@@H](C)[C@H](CN(C)C)OCCCC[C@@H](C)O3)cc1,-1.1
COCC(=O)Nc1ccc2c(c1)OC[C@@H](C)NC[C@H](C)[C@H](OC)CN(C)C2=O,0.3
O=C(N[C@H]1CC[C@@H](CCn2cc(C3CCCC3)nn2)O[C@@H]1CO)c1cccnc1,0.0

# Some of the entries so far, with each value named:
COCC(=O)Nc1ccc2c(c1)OC[C@@H](C)NC[C@H](C)[C@H](OC)CN(C)C2=O
  TcdB GH inh = 0.3
O=C(N[C@H]1CC[C@@H](CCn2cc(C3CCCC3)nn2)O[C@@H]1CO)c1cccnc1
  TcdB GH inh = 0.0
C[C@H](O)C#Cc1cnc2c(c1)C(=O)N([C@@H](C)CO)C[C@H](C)[C@H](CN(C)C(=O)c1ccccc1)O2
  TcdB GH inh = 0.4
C[C@H](CO)N1C[C@H](C)[C@H](CN(C)C)Oc2ncc(-c3cc4ccccc4o3)cc2C1=O
  TcdB GH inh = 1.5

# The list goes on:
SMILES,TcdB GH inh
C[C@@H]1CN([C@H](C)CO)C(=O)c2cc(NS(=O)(=O)c3ccc(F)cc3)ccc2O[C@@H](C)CCCCO[C@@H]1CN(C)Cc1ccc(C(=O)O)cc1,0.4
C[C@H](CO)N1C[C@H](C)[C@@H](CN(C)C(=O)c2ccccc2F)Oc2ncc(-c3ccncc3)cc2C1=O,-1.0
COCC(=O)N(C)C[C@@H]1Oc2ncc(-c3ccc(C#N)cc3)cc2C(=O)N([C@H](C)CO)C[C@H]1C,-0.3
O=C(CC1CC1)N[C@H]1CC[C@H](CCNS(=O)(=O)c2ccc(Cl)cc2)O[C@H]1CO,-0.7
O=C(C[C@H]1CC[C@@H]2NC[C@H](O)COC[C@H]2O1)NCCc1ccccc1,0.9
C[C@H](CO)N1C[C@H](C)[C@@H](CN(C)C(=O)Cc2ccccc2)Oc2cc(C#Cc3ccccc3F)ccc2S1(=O)=O,-0.6
CN(C)C(=O)c1ccc(-c2ccc([C@@H]3[C@@H](CO)N4C(=O)CN(C(=O)CC5CC5)C[C@H]34)cc2)cc1,-1.1
COCC(=O)N1CC(=O)N2[C@@H](CO)[C@H](c3ccc(-c4ccncc4)cc3)[C@@H]2C1,-0.3
C[C@H]1CN([C@@H](C)CO)C(=O)c2cc(-c3ccc(F)cc3)cnc2O[C@@H]1CN(C)Cc1ccccn1,0.0
C[C@@H]1CN([C@H](C)CO)C(=O)Cc2cc(NC(=O)Cc3cn(C)c4ccccc34)ccc2O[C@@H]1CN(C)C(=O)Nc1ccc(F)cc1,-0.3
COc1ccc(C(=O)C[C@@H]2OC[C@H](Cc3ccccc3)N2S(=O)(=O)c2ccc(C)cc2)cc1OC,0.3
Cc1cccc(S(=O)(=O)N2C[C@@H](O)COC[C@@H]3O[C@@H](CC(=O)Nc4ccc(-c5ccccc5)cc4)CC[C@H]32)c1,0.1
C[C@H](CO)N1C[C@H](C)[C@@H](CN(C)Cc2ccccc2)OCc2cn(nn2)CCCC1=O,1.1
O=C1O[C@@H](c2ccccc2)[C@@H](c2ccccc2)N2[C@@H](c3ccccc3OCCO)[C@]3(C(=O)Nc4ccc(C#CCCO)cc43)[C@@H](C(=O)N3CCN(c4ncccn4)CC3)[C@H]12,0.3
CCCNC(=O)N1[C@H](C#N)[C@@H](c2ccccc2C2=CCCCC2)[C@@H]1CO,1.5
COc1ccc(CN2CC3(C2)CN(C(=O)CN(C)C)[C@@H](CO)c2[nH]c4cc(OC)ccc4c23)cc1,-0.3
COC(=O)C[C@@H]1C[C@H]2c3cc(NC(=O)NC4CCCC4)ccc3O[C@H]2[C@H](CO)O1,-0.3
CS(=O)(=O)Nc1ccc2c(c1)[C@@H]1C[C@H](CC(=O)NCCc3ccccc3)O[C@@H](CO)[C@@H]1O2,0.8
O=C(O)C[C@H]1C=C[C@H](NC(=O)c2ccccc2F)[C@@H](CO)O1,-3.2
COc1ccc2c3c(n(C)c2c1)[C@H](CO)N(C(=O)NC1CCCC1)CC31CCN(C)CC1,0.5
C[C@H](CO)N1C[C@H](C)[C@@H](CN(C)S(=O)(=O)c2ccccc2)Oc2ccc(NC(=O)Nc3ccc4c(c3)OCO4)cc2CC1=O,0.7
C/C=C/c1ccc2c(c1)O[C@H](CN(C)CC1CCCC1)[C@@H](C)CN([C@H](C)CO)S2(=O)=O,-6.1
COc1ccc2c3c(n(C)c2c1)[C@@H](CO)N(C(=O)c1cccc(F)c1)CC31CN(C(=O)c2cccc(F)c2)C1,-0.6
Cc1noc(C)c1NC(=O)Nc1ccc2c(c1)C(=O)N([C@@H](C)CO)C[C@H](C)[C@H](CN(C)C(=O)CCCN(C)C)OCCCC[C@H](C)O2,-0.9
O=C(C[C@@H]1CC[C@@H](NC(=O)C2CCC2)[C@H](CO)O1)Nc1nccs1,0.4
C[C@@H]1CN([C@H](C)CO)C(=O)c2cc(NS(=O)(=O)c3cccs3)ccc2O[C@@H](C)CCCCO[C@@H]1CN(C)S(C)(=O)=O,0.1
COc1cccc(C#Cc2ccc([C@@H]3[C@H]4CN(C(C)=O)CC(=O)N4[C@H]3CO)cc2)c1,0.1
C[C@@H]1CN([C@H](C)CO)C(=O)c2cc(NC(=O)Nc3ccc(F)cc3)ccc2O[C@H]1CN(C)S(C)(=O)=O,-0.5
C[C@H](CO)N1C[C@H](C)[C@H](CN(C)Cc2cccc(C(=O)O)c2)Oc2ncc(C#CCc3ccccc3)cc2C1=O,0.2
COc1cccc(S(=O)(=O)N(C)C[C@@H]2Oc3cc(C#CCN(C)C)ccc3S(=O)(=O)N([C@@H](C)CO)C[C@@H]2C)c1,-0.3
O=C(NC[C@@H]1CC[C@@H]2[C@@H](CN2C(=O)CN2CCOCC2)O1)NC1CCCCC1,0.0
CNC[C@@H]1Oc2cc(-c3ccc(C(=O)N(C)C)cc3)ccc2S(=O)(=O)N([C@@H](C)CO)C[C@H]1C,0.3
CN(C)C(=O)C[C@@H]1CC[C@@H]2[C@H](COC[C@H](O)CN2C(=O)c2ccncc2)O1,-0.5
C[C@@H]1CN([C@H](C)CO)C(=O)c2cc(-c3ccncc3)cnc2O[C@@H]1CN(C)S(=O)(=O)c1ccc(F)cc1,-0.7
CO[C@@H]1CN(C)C(=O)c2ccc(NC(=O)NC(C)C)cc2OC[C@H](C)N(Cc2ccccc2)C[C@H]1C,-1.4
Cc1cccc(C)c1NC(=O)C(CCc1ccccc1)N1CCN(CCN(C)C)CC1 (configuration not stated),2.1
C[C@H]1CCCCO[C@@H](CN(C)CC2CCCCC2)[C@@H](C)CN([C@@H](C)CO)C(=O)c2cc(NS(=O)(=O)c3ccc(F)cc3)ccc2O1,0.6
O=C1CN(S(=O)(=O)Cc2ccccc2)C[C@H]2[C@@H](c3ccc(C#Cc4ccc(F)cc4)cc3)[C@@H](CO)N12,1.3
COc1ccccc1S(=O)(=O)N1[C@@H]2CNC[C@H]1[C@H]2c1ccc(-c2ccccc2C)cc1,-2.3
CC(C)[C@@H](NC(=O)OC(C)(C)C)c1cc(C(=O)c2c(-c3ccccc3)[nH]c3ccccc23)c(N)s1,-0.8

# Looked up above:
# Reading for CN(C)C(=O)C[C@@H]1CC[C@@H]2[C@H](COC[C@H](O)CN2C(=O)c2ccncc2)O1 under TcdB GH inh: -0.5
# Reading for CNC[C@@H]1Oc2cc(-c3ccc(C(=O)N(C)C)cc3)ccc2S(=O)(=O)N([C@@H](C)CO)C[C@H]1C under TcdB GH inh: 0.3

# New compounds follow
SMILES,TcdB GH inh
Cc1ccc(S(=O)(=O)N[C@@H]2CC[C@@H](CCn3cc(-c4cccc(F)c4)nn3)O[C@H]2CO)cc1,-0.8
COc1ccc(CNC(=O)C[C@H]2CC[C@@H](NC(=O)Nc3ccc4c(c3)OCO4)[C@@H](CO)O2)cc1,-2.2
CN1C(=O)c2cc(NC(=O)C3CCC3)ccc2OC[C@H]2O[C@@H](CC(=O)NCc3ccccc3F)CC[C@H]21,0.7
CO[C@H]1CN(C)C(=O)c2ccc(NC(=O)Nc3cccc(Cl)c3)cc2OC[C@@H](C)NC[C@H]1C,-0.9
COC(=O)[C@H]1[C@H](CO)[C@H]2Cn3c(ccc(-c4cncnc4)c3=O)[C@H]2N1C(=O)C1CCC1,-0.4
C[C@H](CO)N1C[C@H](C)[C@H](CN(C)C(=O)CC2CC2)Oc2cc(C3=CCCC3)ccc2S1(=O)=O,-0.2
C[C@H]1CN([C@@H](C)CO)C(=O)c2cc(NC(=O)C3CCCCC3)ccc2O[C@@H]1CN(C)C(=O)Nc1ccc(C(F)(F)F)cc1,-0.3
CN(C)CC(=O)Nc1ccc2c(c1)[C@H]1C[C@H](CC(=O)N3CCCCC3)O[C@H](CO)[C@H]1O2,0.5
O=C(c1ccncc1)N1C[C@@H]2[C@H](c3ccccc31)[C@@H](CO)N2C(=O)c1ccncc1,-0.5
CN1C(=O)c2cc(NC(=O)Cc3cccs3)ccc2OC[C@@H]2O[C@H](CC(=O)N[C@H]3CCN(Cc4ccccc4)C3)CC[C@H]21,-0.3
CC1=N/C(=C\c2ccc([N+](=O)[O-])cc2)C(=O)N1c1ccc(C)c(Cl)c1,0.1
Cc1noc(C)c1S(=O)(=O)Nc1ccc2c(c1)C(=O)N([C@@H](C)CO)C[C@@H](C)[C@@H](CN(C)C(=O)Nc1ccccc1)OCCCC[C@H](C)O2,0.8
O=C(NCC[C@H]1CC[C@H](NC(=O)C2CCC2)[C@@H](CO)O1)Nc1ccc(Cl)cc1,-0.8
COc1ccccc1S(=O)(=O)N[C@H]1CC[C@@H](CC(=O)NCc2cccc(F)c2)O[C@H]1CO,0.5
C[C@H](NC(=O)C[C@H]1CC[C@@H]2[C@H](COC[C@H](O)CN2C(=O)Nc2cccc(F)c2)O1)c1ccccc1,-1.0
COc1ccc(S(=O)(=O)Nc2ccc3c(c2)CC(=O)N([C@H](C)CO)C[C@@H](C)[C@H](CN(C)S(=O)(=O)c2ccc(OC)cc2)O3)cc1,-0.7
CCNC(=O)C[C@@H]1C=C[C@@H](NS(=O)(=O)c2ccc(C)cc2)[C@H](CO)O1,0.8
COCCNC(=O)C[C@H]1CC[C@H]2[C@@H](COc3ccc(NC(=O)Nc4ccccc4)cc3C(=O)N2C)O1,-1.2
COc1ccc(S(=O)(=O)Nc2ccc3c(c2)C(=O)N([C@@H](C)CO)C[C@@H](C)[C@@H](CN(C)C)O3)cc1,0.3
C[C@@H]1CN([C@H](C)CO)C(=O)c2cc(Br)cnc2O[C@H]1CN(C)C(=O)c1ccccc1F,-0.2
N#C[C@H]1[C@@H](c2ccc(-c3cccc(F)c3)cc2)[C@H](CO)N1c1nc(-c2ccccc2)cs1,-0.3
C[C@H](CO)N1C[C@H](C)[C@H](CN(C)C(=O)Cc2ccncc2)Oc2ncc(C#CCN(C)C)cc2C1=O,-0.6
CN1[C@H](C(=O)NC2Cc3ccccc3C2)[C@@H](CO)[C@@H]2Cn3c(ccc(-c4cccnc4)c3=O)[C@@H]21,-0.5
COC(=O)[C@]12C[C@H](CC(=O)N3CCSCC3)C(=O)N(CCC3=CCCCC3)C1=C[C@H](COCc1ccccc1)O[C@@H]2C,0.6
CN1CCN(C(=O)C[C@@H]2CC[C@H](NS(=O)(=O)c3cccc(F)c3)[C@H](CO)O2)CC1,-0.8
O=C(C[C@H]1C[C@@H]2c3cc(NC(=O)C4CCC4)ccc3O[C@@H]2[C@H](CO)O1)NCc1ccc(Cl)cc1,1.2
COc1ccccc1C#Cc1ccc([C@@H]2[C@@H](C#N)N(C(=O)C3CCCC3)[C@H]2CO)cc1,-2.1
C[C@@H]1CN([C@H](C)CO)C(=O)c2cc(-c3ccccc3)cnc2O[C@H]1CN(C)C(=O)Nc1ccc2c(c1)OCO2,-0.5
CO[C@H]1CN(C)C(=O)c2cc(NS(C)(=O)=O)ccc2OC[C@H](C)N(C(=O)C2CCC2)C[C@H]1C,0.3
O=C(C[C@@H]1C[C@H]2c3cc(NC(=O)C4CCOCC4)ccc3O[C@H]2[C@H](CO)O1)NCc1cc(F)ccc1F,-1.1
C[C@@H]1CN([C@@H](C)CO)C(=O)c2cc(NC(=O)CCCN(C)C)ccc2O[C@@H](C)CCCCO[C@H]1CN(C)CC1CCCCC1,-0.6
COc1ccc2c3c([nH]c2c1)[C@@H](CO)N(S(C)(=O)=O)CC31CCN(CC2CCCCC2)CC1,0.5
CCc1cnc(N2[C@@H](C#N)[C@@H](c3ccc(C#Cc4ccccc4F)cc3)[C@@H]2CO)s1,-8.4
CCNC(=O)C[C@@H]1CC[C@@H]2[C@@H](COc3ccc(NS(=O)(=O)c4ccccc4C)cc3C(=O)N2C)O1,-0.4

# 5 entries already listed, sorted by heavy-atom count, falling:
SMILES,TcdB GH inh
C[C@@H]1CN([C@@H](C)CO)C(=O)c2cc(NC(=O)CCCN(C)C)ccc2O[C@@H](C)CCCCO[C@H]1CN(C)CC1CCCCC1,-0.6
C[C@@H]1CN([C@H](C)CO)C(=O)c2cc(-c3ccccc3)cnc2O[C@H]1CN(C)C(=O)Nc1ccc2c(c1)OCO2,-0.5
O=C(C[C@@H]1C[C@H]2c3cc(NC(=O)C4CCOCC4)ccc3O[C@H]2[C@H](CO)O1)NCc1cc(F)ccc1F,-1.1
COc1ccc2c3c([nH]c2c1)[C@@H](CO)N(S(C)(=O)=O)CC31CCN(CC2CCCCC2)CC1,0.5
COc1ccccc1C#Cc1ccc([C@@H]2[C@@H](C#N)N(C(=O)C3CCCC3)[C@H]2CO)cc1,-2.1

# Not all compounds are listed; count on the stated rates, not on these rows.
